Assay outcomes deposited in PubChem by The Scripps Research Institute Molecular Screening Center.
MBD2 inh: inhibitors of MBD2 binding to methylated DNA, primary screen, biochemical, TR-FRET, DNA-binding domain, human; Methyl-CpG-binding domain protein 2 (Homo sapiens), Q9UBB5; MBD2 binding to methylated oligonucleotide; inhibition, % at 4.4 µM; actives 0.31% (n = 370,000); AID 686964, 2013; in the data active = inhibition above about 13%
Tn6 DDE FP: inhibitors of Tn6 peptide binding to fibrin DD(E), primary screen, biochemical, fluorescence polarization, human fibrin, Tn6 probe; Fibrinogen beta chain (Homo sapiens), P02675; inhibition, % at 8.3 µM; Fibrin DD(E) TRITC-Tn6 fluorescence polarization displacement; actives 0.21% (n = 370,000);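 active = inhibition above a per-campaign cutoff: mean of compounds within control limits plus 3 SD, cut at about 15% in these data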;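 note: 0% = median of all compound wells on the plate and 100% = blocking peptide control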
ADAM17 inh: ADAM17 inhibitors, primary screen, biochemical, QFRET. Disintegrin and metalloproteinase domain-containing protein 17 (Homo sapiens), P78536. recombinant ADAM17, EDANS/DABCYL FRET peptide cleavage. inhibition, % at 6.95 µM. actives 0.83% (n = 370,000);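 active = inhibition above the mean of compounds lying between control limits plus 3 SD, set per campaign, cut at about 8.5% in these data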;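 note: 0% = DMSO-only wells as the low control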
proKLK7 act: proKLK7 zymogen activators, primary screen, biochemical, fluorescence intensity; Kallikrein-7 (Homo sapiens), P49862; purified proKLK7, EDANS-DABCYL substrate fluorescence; 100% is mature enzyme control, 0% vehicle; activation, % at 7 µM; actives 0.9% (n = 370,000); AID 652039, 2013;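 active = activation above the mean of all tested compounds plus 3 SD, computed per campaign excluding outliers beyond control limits, cut at about 13% in these data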
PLCg1 inh: PLC-gamma1 enzyme inhibitors, primary screen, biochemical, fluorescence, purified enzyme | fluorogenic substrate | actives 0.84% (n = 370,000) | inhibition, % at 12.2 µM; in the data active = inhibition above about 9.5%
ASAP1 GAP inh: inhibitors of human ASAP1 ArfGAP activity, primary screen, biochemical, fluorescence polarization; Arf-GAP with SH3 domain, ANK repeat and PH domain-containing protein 1 (Homo sapiens), …; ASAP1-stimulated ARF1 GTP hydrolysis, GDP FP detection; inhibition, % at 16.5 µM; actives 0.19% (n = 360,000); in the data active = inhibition above about 25%;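 note: 0% = vehicle with enzyme and substrate and 100% = no enzyme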
UHRF1 binding: UHRF1 methylated DNA binding inhibitors, primary screen, counter-screen for MBD2 inhibitor project, biochemical, TR-FRET, human UHRF1, single concentration; inhibition, % at 4.4 µM; E3 ubiquitin-protein ligase UHRF1 (Homo sapiens), Q96T88; actives 0.75% (n = 370,000); UHRF1 binding to methylated oligo; AID 687016, 2013; in the data active = inhibition above about 21%;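 note: UHRF1 SRA domain binding a hemimethylated CpG hairpin DNA probe; 0% = median of test compound wells and 100% = reference inhibitor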
ARFGAP1 inh: inhibitors of rat ARFGAP1 GAP activity, primary screen, biochemical, fluorescence polarization, GDP tracer. ADP-ribosylation factor GTPase-activating protein 1 (Rattus norvegicus), Q62848. Arfgap1-stimulated ARF1 GTP hydrolysis, GDP FP detection. inhibition, % at 16.5 µM. actives 0.26% (n = 360,000). AID 651572, 2012;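 active = inhibition above a per-plate limit, mean inhibition of low control wells plus 3 SD, cut at about 25% in these data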;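 note: 0% = DMSO wells with enzyme and 100% = wells lacking Arfgap1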
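Material: rat Arfgap1 GAP domain (His6, aa 1-136), purified enzyme. Also added: human ARF1(Δ1-17)-GTP substrate. Compound dosing: 16.5 µM single point, 1.26% DMSO. Timing: enzyme reaction 120 min at 25 °C after 20 min preincubation. Signal: GDP detection by fluorescence polarization. Read-out basis: percent inhibition of GAP-stimulated GDP formation, scaled between DMSO and no-Arfgap1 medians.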
DDE Tn7 FP inh: inhibitors of Tn7 peptide binding to fibrin DD(E), primary screen, biochemical, fluorescence polarization, human fibrin, Tn7 probe | actives 0.13% (n = 370,000) | Fibrinogen beta chain (Homo sapiens), P02675 | AID 720508, 2013 | inhibition, % at 8.3 µM | FP displacement of FITC-Tn7 peptide from fibrin DD(E); 0% = median of compound wells per plate;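 active = inhibition above the mean of compounds falling within the control limits plus 3 SD of them, cut at about 14% in these data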;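 note: 0% = plate median of compound wells and 100% = 10 µM Aha-Tn7 peptide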
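Assay system: human fibrin DD(E). Input: DD(E) 2 µM final. Medium: Tris buffer with calcium and detergent, pH 7.8. Compound dosing: single point at 8.3 µM. Timing: 10 min plus 3 h, room temperature. Technique: fluorescence polarization of the labelled Tn7 tracer. Read-out: percent inhibition. Replicates: singlicate testing.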
PLCb3 inh: human PLC-beta3 inhibitors, primary screen, biochemical, fluorescence; Purified PLC-beta3, fluorogenic substrate; inhibition, % at 12.2 µM; actives 0.18% (n = 370,000); AID 720704, 2013; in the data active = inhibition above about 11%;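 note: 0% = median of compound wells on plate and 100% = full blocker control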
Target sequence (Q01970 whole entry, looked up): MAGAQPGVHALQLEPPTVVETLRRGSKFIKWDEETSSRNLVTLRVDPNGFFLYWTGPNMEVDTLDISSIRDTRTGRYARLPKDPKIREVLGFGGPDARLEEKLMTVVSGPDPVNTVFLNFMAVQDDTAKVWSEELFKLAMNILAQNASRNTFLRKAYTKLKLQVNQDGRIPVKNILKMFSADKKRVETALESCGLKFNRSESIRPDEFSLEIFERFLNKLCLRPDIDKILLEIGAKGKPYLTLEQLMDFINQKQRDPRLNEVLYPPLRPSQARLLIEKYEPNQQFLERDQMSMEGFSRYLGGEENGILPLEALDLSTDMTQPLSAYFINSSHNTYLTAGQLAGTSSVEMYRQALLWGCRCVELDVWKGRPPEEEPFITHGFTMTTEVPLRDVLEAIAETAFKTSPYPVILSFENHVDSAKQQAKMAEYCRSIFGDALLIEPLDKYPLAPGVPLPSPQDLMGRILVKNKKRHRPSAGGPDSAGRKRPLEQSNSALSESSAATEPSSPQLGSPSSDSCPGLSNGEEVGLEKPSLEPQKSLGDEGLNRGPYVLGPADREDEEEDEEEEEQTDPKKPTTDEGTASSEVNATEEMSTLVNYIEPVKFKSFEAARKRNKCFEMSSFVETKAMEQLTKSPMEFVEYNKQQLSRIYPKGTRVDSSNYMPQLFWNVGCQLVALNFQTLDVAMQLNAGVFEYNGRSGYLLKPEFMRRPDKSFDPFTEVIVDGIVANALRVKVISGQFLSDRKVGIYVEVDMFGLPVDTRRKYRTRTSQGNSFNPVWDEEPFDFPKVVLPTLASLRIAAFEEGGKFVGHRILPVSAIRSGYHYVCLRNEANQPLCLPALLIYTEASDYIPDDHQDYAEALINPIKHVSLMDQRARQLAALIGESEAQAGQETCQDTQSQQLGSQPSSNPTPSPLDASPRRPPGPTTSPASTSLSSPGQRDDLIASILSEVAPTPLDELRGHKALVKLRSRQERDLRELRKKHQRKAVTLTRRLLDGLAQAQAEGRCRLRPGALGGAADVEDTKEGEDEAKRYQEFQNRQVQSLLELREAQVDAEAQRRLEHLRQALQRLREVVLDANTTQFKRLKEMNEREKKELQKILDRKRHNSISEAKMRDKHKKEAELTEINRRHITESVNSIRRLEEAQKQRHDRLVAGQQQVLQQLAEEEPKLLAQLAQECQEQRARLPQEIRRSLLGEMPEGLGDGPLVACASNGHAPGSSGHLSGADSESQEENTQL
The depositor's hits bear a star.

#1 C/C(=N\NC(=O)c1nnn(-c2nonc2N)c1CN(C)c1ccccc1)c1cccc(O)c1
#2 OCC[C@H]1C[C@@H](O)[C@H](O)[C@]2(Cc3ccccc3CO2)O1
#3 Cc1cc(=O)oc(C)c1C(=O)Nc1c(C)n(C)n(-c2ccccc2)c1=O
#4 CCOC(=O)C1CCN(C(=O)COc2ccc(S(=O)(=O)N3CCOCC3)cc2)CC1
#5 COC(=O)c1cccc(NC(=O)Cn2nnc3ccccc32)c1
#6 NC(=O)C1CCN(C(=O)Nc2csc3ccccc23)CC1
#7 O=C(O)CCC(=O)Nc1ccc(Br)cc1C(=O)c1ccccc1
#8 CCN(CC(=O)N1CCOCC1)S(=O)(=O)c1ccc(C)cc1

screen / no.,1,2,3,4,5,6,7,8
MBD2 inh,3,0,2,1,-1,-5,4,5
Tn6 DDE FP,-4,3,-10,-4,3,2,4,3
ADAM17 inh,-2,1,-2,-4,-2,2,-1,-2
proKLK7 act,-7.6,-0.1,0.4,0.0,-0.3,0.0,0.1,-0.4
PLCg1 inh,1,3,4,3,0,3,1,5
ASAP1 GAP inh,0,4,-7,3,3,0,-14,-4
UHRF1 binding,0,-1,1,0,3,-1,2,3
ARFGAP1 inh,-8,3,-1,11,-13,-1,9,8
DDE Tn7 FP inh,-3,3,-11,-3,5,-5,-3,-1
PLCb3 inh,-3,5,7,-8,2,-4,-4,-1

#9 S=c1[nH]nc(C2CCCCC2)n1/N=C/c1ccc(Cl)cc1
#10 CC(C)[C@H](CO)Nc1nc(Nc2ccc(Cl)c(C(=O)O)c2)c2ncn(C(C)C)c2n1
#11 CCOc1ccc(C(=O)N/N=C(/C)C2C(=O)c3ccccc3C2=O)cc1
#12 Cc1cc(NS(=O)(=O)c2ccc(Nc3nc(-c4ccc(C)c(C)c4)cs3)cc2)no1
#13 CCOc1ccc(-c2nnc(SCC(=O)Nc3ccc4c(c3)c3ccccc3n4CC)n2N)cc1
#14 COc1ccc(NC(=O)CCCCn2c(=O)[nH]c3ccccc3c2=O)cc1
#15 CCOC(=O)c1ccc(NC(=S)N2CCN(S(C)(=O)=O)CC2)cc1
#16 COc1ccccc1NC(=O)NCC1CC1(Cl)Cl (configuration not stated)

screen / no.,9,10,11,12,13,14,15,16
MBD2 inh,4,8,1,5,-4,1,-8,3
Tn6 DDE FP,0,-6,-1,-2,4,-5,0,2
ADAM17 inh,-3,-5,1,-4,-4,-2,0,1
proKLK7 act,-0.1,0.0,-0.2,-0.2,0.2,-0.5,0.4,-0.6
PLCg1 inh,0,5,-2,-6,1,0,0,4
ASAP1 GAP inh,-2,13,-11,3,1,-3,-7,5
UHRF1 binding,-3,8,6,13,1,-4,-2,3
ARFGAP1 inh,0,0,-7,-11,8,7,9,-5
DDE Tn7 FP inh,-3,2,-3,-6,-8,0,0,1
PLCb3 inh,-5,-1,-1,-8,0,2,1,-1

#17 COc1cccc2cc(-c3nnc(-c4ccccc4)o3)c(=O)oc12
#18 CCOC(=O)C1(Cc2ccccc2C(F)(F)F)CCN(C(C)CSC)CC1 (configuration not stated)
#19 COCCn1nnnc1C(c1cc2cc(OC)ccc2[nH]c1=O)N1CCC(Cc2ccccc2)CC1 (configuration not stated)
#20 Cc1cc2nc(CCN(Cc3cccnc3)C(=S)Nc3ccc(F)cc3)[nH]c2cc1C
#21 COc1ccc(CNC(=O)C2CCCN(C(=O)Nc3ccc(OC)cc3)C2)cc1 (configuration not stated)
#22 CN1CCN(c2ccc(C(=O)c3ccccc3)cc2[N+](=O)[O-])CC1
#23 Cn1nnnc1SCC(=O)Nc1ccc(Cl)c(S(=O)(=O)N2CCOCC2)c1
#24 COC(=O)c1c(NC(=O)CN2C(=O)NC3(CCC(C)CC3)C2=O)sc2c1CCC2 (configuration not stated)

screen / no.,17,18,19,20,21,22,23,24
MBD2 inh,2,-1,3,1,5,-7,-3,4
Tn6 DDE FP,-6,-4,-8,0,1,2,-2,-3
ADAM17 inh,-3,-5,-8,0,-3,5,-2,1
proKLK7 act,-0.6,-0.3,-0.2,0.3,0.3,0.2,-0.6,0.2
PLCg1 inh,-35,0,-7,12*,0,4,2,2
ASAP1 GAP inh,12,-8,-8,8,-6,-1,13,0
UHRF1 binding,21*,0,4,4,-4,-3,9,-2
ARFGAP1 inh,12,6,6,4,4,9,0,6
DDE Tn7 FP inh,-4,-2,3,-4,1,0,3,-6
PLCb3 inh,-45,-6,-9,2,-1,5,-3,-1

#25 COc1ccc(Cl)cc1NC(=S)N1CC(C)OC(C)C1 (configuration not stated)
#26 COc1ccc(NC(=O)c2nnn(CC(=O)Nc3ccc4c(c3)OCO4)c2N)c(OC)c1
#27 COc1ccc(N2CCN(/C(=N\S(=O)(=O)c3ccc(C)cc3)Nc3nc(C)cc(C)n3)CC2)cc1
#28 CCOC(=O)NC(=O)/C(N=Nc1ccc(C(F)(F)F)cc1)=C(\C)O
#29 Cn1c(CCCNC(=O)c2cccs2)nc2ccccc21
#30 CC(=O)Nc1ccc(S(=O)(=O)N2CCC(N(C)CCC(C)C)CC2)cc1
#31 Cc1ccc(OC(=O)c2cccc(C(=O)Oc3ccc(C)cc3)n2)cc1
#32 N#C/C(=C1/CCCCCN1)c1nc2ccccc2[nH]1

screen / no.,25,26,27,28,29,30,31,32
MBD2 inh,4,-2,3,-4,3,-2,-2,2
Tn6 DDE FP,8,5,0,-3,-2,5,4,-10
ADAM17 inh,2,-6,-5,2,-4,-2,1,5
proKLK7 act,-0.3,2.7,0.5,0.4,-0.2,0.0,0.8,0.0
PLCg1 inh,3,1,-1,2,-1,2,3,3
ASAP1 GAP inh,-9,-3,3,-4,2,-13,-9,11
UHRF1 binding,0,1,1,0,0,-1,-1,-2
ARFGAP1 inh,-5,23,6,5,24,1,4,-2
DDE Tn7 FP inh,6,0,-2,-3,-3,1,2,-12
PLCb3 inh,-5,-13,-2,1,2,3,4,6

#33 O=C(Cc1cccs1)NCc1ccco1
#34 COC(=O)C[C@@H]1CC[C@H](NC(=O)c2cnccn2)[C@@H](CO)O1
#35 O=C(CSc1nc2nc3c(cc2c(=O)n1-c1ccccc1)CCCC3)Nc1ccccc1
#36 COC(=O)C1C(=O)C=C(N2CCOCC2)CC1(C)C (configuration not stated)
#37 O=C(CSCc1ccc(Br)cc1)NCc1ccccn1
#38 CCOC(=O)C1(Cc2cccc(OC)c2)CCN(CC2CC=CCC2)CC1 (configuration not stated)
#39 COC(=O)c1ccc(C2C(C#N)=C(N)Oc3cc(C)n(C)c(=O)c32)cc1 (configuration not stated)
#40 Cc1ccc(NC(=O)CS(=O)CC(=O)N(CC(=O)NC(C)(C)C)c2cccc(C)c2C)cc1 (configuration not stated)
#41 Cn1cc([N+](=O)[O-])c(C(=O)NCC(=O)O)n1
#42 CCOc1cc(C2NC(=O)c3ccccc3O2)ccc1OC (configuration not stated)

screen / no.,33,34,35,36,37,38,39,40,41,42
MBD2 inh,3,-1,-5,1,2,-1,1,-4,4,3
Tn6 DDE FP,3,-2,2,1,4,3,-1,0,3,-1
ADAM17 inh,-4,0,1,-3,-5,-3,-3,1,0,-22
proKLK7 act,0.1,1.0,0.0,0.2,0.2,-0.1,-0.7,-0.5,-0.2,-3.0
PLCg1 inh,-3,2,3,1,-2,1,-5,1,-2,-5
ASAP1 GAP inh,10,8,2,3,-3,-12,24,8,-6,-3
UHRF1 binding,2,-1,-2,2,10,-1,-1,0,-1,3
ARFGAP1 inh,7,2,-5,2,5,14,7,9,-9,11
DDE Tn7 FP inh,6,-8,-4,-3,1,9,-1,0,0,3
PLCb3 inh,-1,4,6,3,-11,-2,-2,-4,-1,-7

5 of the compounds above, in markdown:
| entry | SMILES | MBD2 inh | Tn6 DDE FP | ADAM17 inh | proKLK7 act | PLCg1 inh | ASAP1 GAP inh | UHRF1 binding | ARFGAP1 inh | DDE Tn7 FP inh | PLCb3 inh |
| --- | --- | --- | --- | --- | --- | --- | --- | --- | --- | --- | --- |
| 40 | Cc1ccc(NC(=O)CS(=O)CC(=O)N(CC(=O)NC(C)(C)C)c2cccc(C)c2C)cc1 (configuration not stated) | -4 | 0 | 1 | -0.5 | 1 | 8 | 0 | 9 | 0 | -4 |
| 33 | O=C(Cc1cccs1)NCc1ccco1 | 3 | 3 | -4 | 0.1 | -3 | 10 | 2 | 7 | 6 | -1 |
| 39 | COC(=O)c1ccc(C2C(C#N)=C(N)Oc3cc(C)n(C)c(=O)c32)cc1 (configuration not stated) | 1 | -1 | -3 | -0.7 | -5 | 24 | -1 | 7 | -1 | -2 |
| 34 | COC(=O)C[C@@H]1CC[C@H](NC(=O)c2cnccn2)[C@@H](CO)O1 | -1 | -2 | 0 | 1.0 | 2 | 8 | -1 | 2 | -8 | 4 |
| 37 | O=C(CSCc1ccc(Br)cc1)NCc1ccccn1 | 2 | 4 | -5 | 0.2 | -2 | -3 | 10 | 5 | 1 | -11 |

PLCg1 inh, hit marks shown above.
| no. | Molecule | MBD2 inh | Tn6 DDE FP | ADAM17 inh | proKLK7 act | PLCg1 inh | ASAP1 GAP inh | ARFGAP1 inh | DDE Tn7 FP inh | PLCb3 inh |
| --- | --- | --- | --- | --- | --- | --- | --- | --- | --- | --- |
| 20 | Cc1cc2nc(CCN(Cc3cccnc3)C(=S)Nc3ccc(F)cc3)[nH]c2cc1C | 1 | 0 | 0 | 0.3 | 12* | 8 | 4 | -4 | 2 |
